# KinaseGlo FLuc: Kinase-Glo luciferase inhibition (counter-screen); Q27757; Kinase-Glo luciferase, ATP luminescence, 8 min; Potency, µM (top dose mostly 38.3 µM), without a hit: top-dose activity change, negative = inhibition, usual class: inhibitors; 0.28% of 200,000 active; AID 1379; also: potency is read from the fitted curve at half-maximal effect; % is scaled to controls: 0 for no effect and ±100 for the full control effect; nearly all actives have a fitted effect of over 60% in size
#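 Inhibition of Kinase-Glo luciferase light generation was assessed at 10 uM ATP in pH 7.2 imidazole buffer, with luminescence measured after eight minutes at ambient temperature.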
# IMPase Li cell: IMPase inhibition in cells with lithium potentiation; CHO-M1 cells, IP1 TR-FRET (IP-One), carbachol + lithium; Potency, µM (highest dose often 59.4 µM), inactives show at the top dose activity, negative = IMPase inhibition, hits mostly inhibitors; 0.35% of 210,000 active; AID 1457;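 also: IP1 builds up when IMPase is blocked and the TR-FRET signal falls; potency is read from the fitted curve at half-maximal effect; plate controls were basal vehicle for no effect and high inhibitor control for full effect; nearly all actives have a fitted effect of over 50% in size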
#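 Lithium-sensitised IP1 accumulation assay; M1-expressing CHO cells treated 30 min at 37C with compound. Competitive antibody detection by time-resolved FRET followed a 10 min room-temperature lysis step.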
# LMNA splice mod: modulators of lamin A splicing; HeLa LMNA splicing GFP/RFP minigene ratio, 48 h; Potency, µM (series often up to 46.1 µM), for the others: at the top dose ratio change, negative = inhibition, usual class: inhibitors; 0.01% of 200,000 active; AID 1487; active = well fitted inhibition curve with a large enough effect in the signal ratio, with a control signal flat, not every such curve was filed as active; inconclusive = small, poorly fitted or top-dose-only effect, or effect the other way, or a change in a side signal; the % refers to the signal ratio; also: potency is read from the fitted curve at half-maximal effect; % is scaled to controls: 0 for no effect and ±100 for the full control effect
#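 S3 HeLa stable clones carrying a lamin A-EGFP splicing minigene plus DsRed2 were seeded at 600 cells/well in Opti-MEM with 2% FBS, pin-dosed and incubated 48 h at 37°C. Acumen cytometry (488 nm) gave the GFP/RFP total-intensity ratio.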
# Epigenetic reg: regulators of epigenetic silencing causing reporter derepression in mouse cells | murine LDR cells, GFP reporter derepression, 30 h | Potency, µM (doses to about 53.9 µM), for the others: at the highest dose GFP activation, most hits filed as activators | 0.2% of 280,000 active; also: potency is read from the fitted curve at half-maximal effect; % of control where 0% means no effect; nearly all actives have a fitted effect of over 60% in size
#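 Derepression of a silenced CMV-GFP reporter in murine LDR cells is scored by enumerating GFP-positive cells with a laser-scanning microplate cytometer after 30 hours of treatment at 37 C.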
# CBFb-RUNX1 inh: CBF-beta/RUNX1 interaction disruption; Q01196+Q13951; AlphaScreen CBFb-His/RUNX1-biotin binding, biochemical; Potency, µM (series often up to 59.8 µM), inactives show at the highest dose activity, negative = inhibition, hits mostly inhibitors; 230,000 tested, under 10 active; AID 1477; also: % of control where 0% means no effect
# Target sequence (Q01196 whole entry, looked up): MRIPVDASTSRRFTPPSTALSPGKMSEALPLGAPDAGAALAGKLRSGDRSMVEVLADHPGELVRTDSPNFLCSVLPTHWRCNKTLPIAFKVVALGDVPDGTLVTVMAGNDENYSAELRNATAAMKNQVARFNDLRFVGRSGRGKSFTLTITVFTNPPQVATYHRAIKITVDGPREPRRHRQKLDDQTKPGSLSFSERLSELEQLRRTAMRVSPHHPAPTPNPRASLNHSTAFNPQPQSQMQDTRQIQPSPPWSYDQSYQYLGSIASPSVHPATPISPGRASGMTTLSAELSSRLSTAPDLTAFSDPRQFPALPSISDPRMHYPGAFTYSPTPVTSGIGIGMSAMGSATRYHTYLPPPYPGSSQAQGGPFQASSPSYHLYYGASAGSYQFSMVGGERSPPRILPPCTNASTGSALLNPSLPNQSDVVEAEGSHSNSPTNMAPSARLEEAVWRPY
# Target sequence (Q13951 whole entry, looked up): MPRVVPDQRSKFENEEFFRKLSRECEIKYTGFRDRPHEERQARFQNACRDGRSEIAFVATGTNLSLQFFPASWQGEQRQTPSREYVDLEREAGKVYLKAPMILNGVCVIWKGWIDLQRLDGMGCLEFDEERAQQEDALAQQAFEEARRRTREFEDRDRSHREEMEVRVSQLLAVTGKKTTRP
#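 CBFb-His/RUNX1-biotin, 30 nM each, preincubated 20 min RT; compound 15 min RT; Ni + streptavidin beads 50 ng each, 90 min RT; AlphaScreen read.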
# aGal spleen mod: inhibits or activates alpha-galactosidase in human spleen homogenate; P06280; human spleen homogenate, 4MU-alpha-Gal fluorescence, 40 min; Potency, µM (doses to about 80 µM), inactives show at the top dose activity change, negative = inhibition, most hits filed as inhibitors; 0.008% of 240,000 active;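 also: potency is read from the fitted curve at half-maximal effect; 0% = enzyme with vehicle and -100% = no enzyme basal signal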
#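 Inhibition or activation of alpha-galactosidase in human spleen homogenate is scored by 4-MU fluorescence after 40 min at 37C, pH 5.0, with 1 mM substrate. AC50s come from concentration-response fitted to the Hill equation.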
# NPSR antag: blocks cAMP signaling of the human neuropeptide S receptor; Q6W5P4; CHO-NPSR cells, cAMP TR-FRET, antagonist mode; Potency, µM (top dose mostly 38.3 µM), without a hit: at the top dose activity change, negative = inhibition, hits mostly inhibitors; 1% of 220,000 active; AID 1461; also: potency is read from the fitted curve at half-maximal effect; % is scaled to controls: 0 for no effect and ±100 for the full control effect; nearly all actives have a fitted effect of over 50% in size; many of its hits are not listed in these tables
# Target sequence (Q6W5P4 whole entry, looked up): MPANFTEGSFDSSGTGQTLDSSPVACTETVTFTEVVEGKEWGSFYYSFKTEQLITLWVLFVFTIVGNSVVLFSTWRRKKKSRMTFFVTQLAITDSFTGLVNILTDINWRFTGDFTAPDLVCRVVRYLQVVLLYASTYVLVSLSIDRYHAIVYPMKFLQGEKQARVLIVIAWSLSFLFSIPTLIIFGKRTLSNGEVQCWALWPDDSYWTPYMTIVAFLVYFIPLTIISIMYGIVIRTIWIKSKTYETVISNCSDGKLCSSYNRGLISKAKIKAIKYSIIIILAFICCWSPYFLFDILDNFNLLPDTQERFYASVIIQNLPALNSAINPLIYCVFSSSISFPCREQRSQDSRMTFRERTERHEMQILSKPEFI
# Numbers without * were called inactive; ? = inconclusive; nt = no result given; & = joins results of further samples; [ ] = remark or other dose. Unless noted, calls follow the shape of the dose curve; as a rule, active = well fitted curve in the direction sought with a large enough effect; inconclusive = small, poorly fitted or top-dose-only effect, or another doubt; inactive = no such curve, though single readings can be large; an effect the other way counts as inactive or inconclusive. Some of the compounds tested; count on the stated rates, not on these rows.
SMILES,KinaseGlo FLuc,IMPase Li cell,LMNA splice mod,Epigenetic reg,CBFb-RUNX1 inh,aGal spleen mod,NPSR antag
Cc1nc(-c2ccc(-n3nncc3-c3ccco3)cc2)cs1,nt,nt,-10.4%[46 µM],2.1%,-0.5%,-0.1%,48.3%
COC(=O)c1ccc(CC(=O)c2c(C)cc(O)cc2O)o1,nt,nt,-6.7%,-0.2%,-17.4%,-6.8%,-16.9%[46.1 µM]
O=C(Cn1nnc(-c2ccccc2)n1)N/N=C/c1cc([N+](=O)[O-])c(Cl)cc1Cl,-3.8%,-0.7%,-6.0%,-1.6%,-4.3%,4.0%,13.0%
CC(=O)NC(CCS(C)(=O)=O)C(=O)Nc1ccc(Cl)c(Cl)c1 (stereo not given),-0.6%,-1.4%[38.3 µM],-9.4%,0.0%,9.2%,5.5%,-6.2%[46.1 µM]
CCCOC(=O)C[N+](C)(C)CCOC1CC2CCC1(C)C2(C)C (stereo not given),nt,nt,nt,-0.2%,21.2%,5.1%,-6.8%
O=C(NN1C(=O)C2C3c4ccccc4C(c4ccccc43)C2C1=O)c1ccccc1 (stereo not given),4.7%,-3.3%,-18.6%,-0.9%,-4.4%,5.1%,12.4%
CCCCCCn1c2c(c(=N)c3c1CCC3)CCC2,-0.6%,38.0%[activator][38.3 µM],?,-7.9%,10.7%,2.9%,2.1%[46.1 µM]
Cc1ccc(C(=O)Nc2nc(C)c(C)s2)o1,?,15.6%[38.3 µM],12.5%,2.0%,-2.4%,2.0%,-4.6%[46.1 µM]
Cc1nc(NC2CCCCC2)c2nc(-c3ccccc3)n(CCCN3CCCCC3C)c2n1 (stereo not given),-2.2%,7.1%,nt,1.1%,6.4%,12.3%,nt
CCCn1c(=S)[nH]c2cc(C(=O)NCC3CCCO3)ccc2c1=O (stereo not given),2.4%,2.7%,?,-1.0%,0.6%,1.5%,-17.7%[46.1 µM]
O=C(N1CCCCCC1)N1CCN(S(=O)(=O)N2CCOCC2)CC1,2.1%,14.8%[38.3 µM],4.2%,-0.8%,9.5%,-28.5%,-5.1%[46.1 µM]
COc1ccc(OC2C(=O)N(c3cc(C)ccc3C)C2c2ccc(OC)c(OC)c2)cc1 (stereo not given),1.8%,8.7%,?,-1.1%,4.0%,-5.0%,-16.5%
CCC(C)NC(=O)CN(c1ccc(Cl)c(Cl)c1)S(C)(=O)=O (stereo not given),nt,5.2%,nt,-1.2%,7.1%,-6.8%,-6.4%
COc1ccc(-c2cc(C(F)(F)F)nc(NCc3cccnc3)n2)cc1,-4.3%,6.8%[38.3 µM],?,0.0%,5.1%,5.3%,-24.7%[46.1 µM]
c1ccc(COc2ccc(OCCn3cncn3)cc2)cc1,-1.6%,19.8%[38.3 µM],0.2%,-2.1%,6.2%,0.2%,1.0%[46.1 µM]
CC(CCc1ccccc1)NC(=O)CN(C)Cc1ccccc1F (stereo not given),1.4%,-2.2%,nt,0.0%,16.3%,-2.8%,-12.1%
CCSc1nnc(NC(=O)CSc2ncccn2)s1,-3.2%,19.1%[38.3 µM],1.5%,0.9%,3.6%,-2.3%,-3.4%[46.1 µM]
COc1ccccc1-c1c(-c2ccc(OCC(=O)NN)cc2O)n[nH]c1C(F)(F)F,1.4%,-4.5%,?,1.1%,0.7%,-7.7%,13.6%
CNC(=S)Nn1cnc2ccccc21,nt,nt,nt,-1.8%,7.6%,11.5%,10.3%
CC(C)(C)N1CC(COc2ccccc2)OC1=O (stereo not given),2.1%,2.5%,-7.8%,0.0%,7.6%,-0.1%,-7.5%[46.1 µM]

# Entries above containing fluorine:
SMILES,KinaseGlo FLuc,IMPase Li cell,LMNA splice mod,Epigenetic reg,CBFb-RUNX1 inh,aGal spleen mod,NPSR antag
COc1ccc(-c2cc(C(F)(F)F)nc(NCc3cccnc3)n2)cc1,-4.3%,6.8%[38.3 µM],?,0.0%,5.1%,5.3%,-24.7%[46.1 µM]
CC(CCc1ccccc1)NC(=O)CN(C)Cc1ccccc1F (stereo not given),1.4%,-2.2%,nt,0.0%,16.3%,-2.8%,-12.1%
COc1ccccc1-c1c(-c2ccc(OCC(=O)NN)cc2O)n[nH]c1C(F)(F)F,1.4%,-4.5%,?,1.1%,0.7%,-7.7%,13.6%

# Later entries:
SMILES,KinaseGlo FLuc,IMPase Li cell,LMNA splice mod,Epigenetic reg,CBFb-RUNX1 inh,aGal spleen mod,NPSR antag
O=C(CCC(=O)OCC(=O)c1cccc([N+](=O)[O-])c1)Nc1ccccc1Cl,-3.4%,20.9%[38.3 µM],11.3%,-0.8%,-0.4%,-2.1%,-6.1%[46.1 µM]
Cc1cc(C)n(C(=O)CCCC(=O)n2nc(C)cc2C)n1,2.6%,-7.2%[38.3 µM],-3.1%,-1.6%,9.4%,-14.1%,-12.5%[46.1 µM]
CC1(C)Cc2ccccc2C(N/N=C/c2cccc(F)c2)=N1,3.9%,-7.4%[38.3 µM],0.2%,-2.3%,2.4%,4.5%,-11.4%[46.1 µM]
C=CCNC(=O)c1c(C(F)(F)F)nn(C)c1Cl,-0.8%,0.7%,35.3%[46 µM],0.0%,-4.7%,4.8%,8.9%
CCc1c(C)n([O-])c2c([n+]1=O)CCC2,4.4%,7.4%[38.3 µM],4.9%,-0.8%,5.7%,-9.8%,-4.0%[46.1 µM]
CCCCSc1nnc(-c2ccccc2N)c(=O)[nH]1,-1.3%,nt,0.7%,-2.0%,-0.8%,-7.1%,-9.6%[46.1 µM]
CCOc1cc(S(=O)(=O)N2CCCCCC2)ccc1F,0.7%,12.1%[38.3 µM],-4.3%,-1.0%,1.3%,2.8%,-14.9%[46.1 µM]
O=C(Nc1ccc(F)cc1F)c1csc(-c2cccs2)n1,-1.7%,-3.0%,5.8%[46 µM],-0.5%,5.9%,6.0%,-17.3%
CCCOc1ccc(N2C(=O)CC(N(CCCO)C(=O)CC)C2=O)cc1 (stereo not given),nt,nt,nt,0.1%,1.5%,-5.3%,7.0%
CCN(CC)C(=O)CCc1nnc(CCc2c[nH]c3ccccc23)o1,-4.8%,4.7%,?,2.1%,4.2%,-1.5%,19.2%
CCCn1c2ccccc2c2nnc(SCC(=O)OCC)nc21,3.1%,21.9%[38.3 µM],-5.2%,1.2%,-7.3%,11.1%,-20.5%[46.1 µM]
CCOC(=O)C(NC(=O)CC)(Nc1ccc(S(=O)(=O)Nc2ncccn2)cc1)C(F)(F)F (stereo not given),0.6%,-4.3%[38.3 µM],-0.8%,-0.1%,1.5%,7.8%,1.2%[46.1 µM]
COC(=O)[C@H](CCSC)NC(=O)Nc1cc(C)ccc1C,-2.9%,-2.0%,0.5%,0.0%,4.6%,-5.1%,8.4%[46.1 µM]
NC(=O)c1ccsc1NC(=O)CSc1ccccc1F,-3.8%,23.3%[38.3 µM],-5.7%,-1.0%,5.2%,-2.3%,-3.8%[46.1 µM]
Nc1ccn(Cc2ccccc2F)n1,-2.9%,15.6%,7.5%[46 µM],2.2%,-12.7%,-6.4%,20.9%
CCCCOc1ccc(C(=O)N/C(=C\c2cccc([N+](=O)[O-])c2)C(=O)OCc2ccco2)cc1,-2.6%,-7.3%,-8.3%,2.0%,-1.0%,7.3%,-24.1%
O=C(O)c1ccc(NS(=O)(=O)c2cc(Cl)ccc2Cl)cc1O,3.2%,10.0%[38.3 µM],-8.6%,0.0%,5.5%,2.7%,0.6%[46.1 µM]
Cc1ccc(CSc2ccc(C(=O)N3CCOCC3)cc2[N+](=O)[O-])cc1,-1.4%,-3.3%,nt,6.7%,6.0%,5.7%,0.7%
Cc1cccc(OCCCN2C(=O)C(=O)c3cc(C)ccc32)c1,-2.4%,0.6%,?,3.3%,-14.5%,5.2%,8.8%
CNC(=S)N1CCc2cc(OC)c(OC)cc2C1COc1ccc(OC)cc1 (stereo not given),-1.6%,-0.4%,?,2.6%,-6.1%,-2.2%,-15.4%
O=C(c1ccc(Oc2ccccc2)cc1)C1CCCN(C(=O)c2cnccn2)C1 (stereo not given),nt,nt,nt,1.3%,4.9%,-2.4%,-57.5%
CC1(C)CC(=O)C(C=Nc2cc(C(=O)c3ccccc3)ccc2N)=C(O)C1,-0.6%,0.3%,?,7.6%,-4.7%,-3.2%,9.8%
CCN(CC)C(=O)NC1CC2CCCC(C1)N2Cc1ccccc1 (stereo not given),0.0%,1.2%[38.3 µM],5.2%,2.1%,5.0%,1.0%,0.9%[46.1 µM]
CC(Nc1nc(-c2ccccc2O)nc2ccccc12)c1ccccc1 (stereo not given),nt,nt,nt,-2.8%,?,5.9%,-39.3%
CC(=O)CSc1nc(N)c(C#N)c(-c2cccs2)c1C#N,-4.0%,17.7%[38.3 µM],-4.2%,0.1%,0.2%,4.3%,2.0%[46.1 µM]
COC1CCN(C(=O)c2ccc(OC3CCN(CCc4ccccc4)CC3)cc2)CC1,-1.5%,18.5%,?,3.8%,6.5%,1.4%,-0.3%
CCOCCOC(=O)c1cccc(NC(=O)OCC)c1,-4.9%,7.0%[38.3 µM],-0.1%,-0.7%,-7.2%,-1.4%,7.3%[46.1 µM]
COC(=O)c1ccc(C(=O)OC)c(NC(=O)COc2ccccc2OC)c1,-0.4%,-1.8%[38.3 µM],-8.3%,-1.1%,2.5%,-0.1%,-20.2%[46.1 µM]
Cc1cccc(NC(=O)N2CCN(Cc3ccc4c(c3)OCO4)CC2)c1C,-1.4%,-0.7%,4.9%[46 µM],14.4%,4.3%,-2.1%,2.8%
CC(C)(C)NC(=O)C(c1cccs1)N(C(=O)c1csnn1)c1cccc(F)c1 (stereo not given),0.9%,3.5%,11.0%[46 µM],-1.0%,2.9%,3.5%,-11.1%
O=C(Nc1ccc(S(=O)(=O)N2CCc3ccccc3C2)cc1)C1CCCO1 (stereo not given),-0.3%,-12.4%[38.3 µM],?,4.5%,1.0%,-2.2%,-23.7%[46.1 µM]
Nn1c(SCc2ccccc2)nnc1C1CCCCC1,nt,nt,nt,1.2%,6.5%,2.3%,?
COc1ccc(OC(C)c2ccc(C#N)c(=O)[nH]2)cc1 (stereo not given),2.7%,10.8%,0.5%[9.22 µM],-1.9%[10.1 µM],-0.5%,-1.4%,-9.6%
COC(=O)c1noc(C)c1-c1ccnn1C(=O)c1ccc(C)cc1,nt,nt,nt,-1.3%,13.0%,2.8%,-8.3%
CN(C)/C=C(/C(=O)c1ccccc1)n1cncn1,1.4%,5.4%,?,1.1%,-5.6%,0.2%,7.4%
Cn1c(N)c(C(=O)COC(=O)c2cc(C3CC3)nc3ccccc23)c(=O)n(Cc2ccccc2)c1=O,-7.5%&1.6%,3.5%&11.8%,?,-4.8%&-1.0%,7.2%,6.0%&3.7%,-8.1%

# Source: PubChem BioAssay
